Screening data from PubChem BioAssay.
PglD DTNB: blocks C. jejuni PglD acetyltransferase activity | 360,000 tested, 0.098% active | inhibition, % at 12.5 µM | purified PglD enzyme, DTNB colorimetric CoA detection; in the data active = inhibition above about 16%, passing the limit was not always enough; inconclusive = no clear call, values can overlap the other calls; note: strong numbers were not always called active
Cneo AK release: causes C. neoformans cell lysis; adenylate kinase release luminescence, 4 h; normalised: neutral wells 0, clomiphene wells 100; lysis activity, % at 15 µM; 360,000 tested, 0.2% active;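 active = mean lysis activity across replicates of at least 80%, whatever share of replicates individually reach that level; inactive = mean lysis activity below 80%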
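Material – Cryptococcus neoformans yeast cells · Quantity – 5 × 10^6 yeast cells/mL · Buffer or medium – YPD medium · Compound – single dose · Timing – 4 h static compound exposure, 37 °C, read 1 h post-reagent · Signal – adenylate kinase release luminescence · Read-out basis – lysis from increased AK signal · Benchmarks – Clomiphene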
Statin myotox sup: suppressors of simvastatin-induced myotoxicity in C2C12 myotubes. 330,000 tested, 0.78% active. ATP luminescence, 48 h; scaled: DMSO 0, geranylgeraniol control 100. rescue of ATP level, % at 7.49 µM;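 active = mean ATP rescue above about 67%, or every replicate alone reaching that limit, limit read from the data, passing the limit was not always enough; inconclusive = no clear call, values can overlap the other calls; inactive = mean under the limit and some replicate under it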;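 note: myotubes were challenged with 10 µM simvastatin during compound exposure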
miR-122 sensor: miR-122 inhibition in Huh7 cells; Huh7 miR-122 Renilla luciferase sensor, 48 h; neutral wells = 0, positive control = 100; activation (reporter increase), % at 12.5 µM; 340,000 tested, 0.3% active;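 active = mean replicate activation score at least 90 and every replicate individually at or above 90; inconclusive = only one of the two criteria met; inactive = neither criterion met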;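 note: higher luciferase means less miR-122 activity so hits act as miR-122 inhibitors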
PGC1a acetyl inh: modulators of PGC1a acetylation; U2OS PGC1a acetylation, AlphaScreen anti-acetyl-lysine; with virally co-expressed GCN5 acetyltransferase; inhibition, % at 15.6 µM; 350,000 tested, 0.17% active; AID 651687;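 active = every replicate shows inhibition of at least 40%; inconclusive = mean inhibition at least 40% but some replicate below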;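 note: 0% = neutral control wells and 100% = positive control wells; some results beyond the cut were filed as inactive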
CFTR F508del cor: correctors of CFTR F508del function in bronchial epithelial cells | activity (quench increase), % at 7.58 µM | 350,000 tested, 0.36% active | AID 720511 | CFBE cells, YFP halide quenching; stimulated with forskolin plus potentiator P3; % fluorescence drop versus neutral controls;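 active = mean added fluorescence quench of at least 8% versus neutral control, with both replicates also reaching 8%; inconclusive = only one of the mean or replicate conditions met; inactive = mean below 8% and not both replicates reaching 8%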;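 note: cells transiently co-express mutant CFTR-F508del with the halide-sensitive YFP; corrector assay measuring rescue of mutant channel to the surface after 24 h compound exposure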
INS-1E GSIS act: GLuc luminescence reporter in INS-1E cells, primary screen for activators of glucose-dependent secretion of insulin. activation, % at 16.6 µM. INS-1E GLuc reporter insulin secretion, 2-3 h. 370,000 tested, 0.61% active;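 active = lowest replicate activation of at least 40%, so every replicate reaches that level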;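 note: 0% = median of neutral control wells and 100% = median of IBMX positive control wells; some compounds called inactive have numbers as strong as hits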
FN deposition inh: fibronectin deposition inhibition; 350,000 tested, 0.086% active; inhibition, % at 12.6 µM; AH1F fibroblasts, Alexa488-fibronectin deposition fluorescence, overnight; AID 743247;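 active = mean inhibition across replicates of 30% or more, regardless of how many single replicates reach that level; inconclusive = mean under 30% yet at least half of replicates reach 30%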;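 note: positive control wells lacked labelled fibronectin entirely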
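Schedule: 1 h cell adhesion before compound, then overnight fibronectin incubation; test system: AH1F fibroblast monolayer depositing Alexa488-labelled fibronectin into matrix; quantity: 10000 AH1F cells per well; probe or stimulus: fluorescent fibronectin at 24 nM final; signal: fluorescence, ex 485 nm, em 525 nm; evaluation: percent inhibition as loss of matrix-bound fibronectin fluorescence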
* hit, by the source's call; [ ] = dose if it differs, or a comment.

O=C(C1CCCC1)N1CC2(C1)[C@H](c1ccccc1)[C@H](CO)N2CC1CC1 was read as PGC1a acetyl inh -5, CFTR F508del cor -1.5, INS-1E GSIS act -11 and FN deposition inh -2.
For CC(C)c1ccc(OC(=O)NCCO)cc1 the results were PglD DTNB -1, Cneo AK release 2, Statin myotox sup 10, miR-122 sensor -3 and PGC1a acetyl inh 0.
CC(C)C[C@H](NC(=O)NCc1ccccc1Cl)C(=O)O was read as PglD DTNB 0, Cneo AK release -1, Statin myotox sup -19, miR-122 sensor 0 and PGC1a acetyl inh 13.
`O=C(CSc1nnc(SCc2ccccc2)s1)N/N=C/c1ccc(C(=O)O)cc1` gave PglD DTNB 1, Cneo AK release -3, miR-122 sensor 2, PGC1a acetyl inh -7, CFTR F508del cor -2.8, INS-1E GSIS act -11 and FN deposition inh -5.
For COc1ccc(-c2cc(NC=O)c3ncc(-c4ccccc4)n3c2)cc1OC the results were PglD DTNB 6, Cneo AK release -1, Statin myotox sup -1, miR-122 sensor -8, PGC1a acetyl inh -19, CFTR F508del cor 1.0, INS-1E GSIS act 2 and FN deposition inh -3.
`O=C(O)C[C@H]1CC[C@H](NC(=O)Nc2ccccc2)[C@H](CO)O1` gave PglD DTNB -2, Cneo AK release 14, Statin myotox sup 1, PGC1a acetyl inh 7, CFTR F508del cor -1.2, INS-1E GSIS act 1 and FN deposition inh -1.
C[C@@H]1CCCCO[C@H](CN(C)S(=O)(=O)c2ccccc2)[C@@H](C)CN([C@@H](C)CO)C(=O)c2cc(NC(=O)Nc3ccc4c(c3)OCO4)ccc2O1 was read as PglD DTNB 2, Cneo AK release 1, miR-122 sensor 0[16.7 µM], PGC1a acetyl inh 6, CFTR F508del cor -3.2, INS-1E GSIS act -14 and FN deposition inh 7.
Screening O=C(NC12CC3CC(CC(C3)C1)C2)c1cc2nc(-c3ccco3)cc(C(F)(F)F)n2n1 returned PglD DTNB -1, Cneo AK release -2, Statin myotox sup -54, miR-122 sensor 3 and PGC1a acetyl inh 6.
COc1ccc(OCC(=O)Nc2ccc(S(=O)(=O)Nc3cc(C)nc(C)n3)cc2)cc1 was read as PglD DTNB 4, Cneo AK release -1, Statin myotox sup -4, miR-122 sensor 22 and PGC1a acetyl inh -5.
For COc1ccccc1NC(CC(=O)c1ccccc1)C(=O)OCC(=O)c1ccc(Br)cc1 (stereo unspecified) the results were PglD DTNB -4, Cneo AK release 2, miR-122 sensor 9, CFTR F508del cor 1.3, INS-1E GSIS act -15 and FN deposition inh 1.
CC(=O)c1cnc2scnn2c1=O was read as Statin myotox sup 11, miR-122 sensor -6, PGC1a acetyl inh -1, CFTR F508del cor -2.1, INS-1E GSIS act 7 and FN deposition inh 0.
For Cc1cccc(NC(=O)CN(C)C(=O)C2CC2)c1C the results were PglD DTNB 22*, Cneo AK release 1, Statin myotox sup -5, miR-122 sensor -10, PGC1a acetyl inh -1, CFTR F508del cor 0.0, INS-1E GSIS act -12 and FN deposition inh 0.
Cc1c(CNCCc2ccc(Cl)cc2)c(C(=O)O)c(C)n1-c1ccccc1 was read as PglD DTNB -2, Cneo AK release -3, Statin myotox sup -2, miR-122 sensor 6, PGC1a acetyl inh inconclusive, CFTR F508del cor -5.4, INS-1E GSIS act -9 and FN deposition inh 1.
CCN(CC)c1ccc(NC(=O)COc2ccccc2C#N)cc1S(=O)(=O)Nc1ccccc1OC was read as PglD DTNB 5, Cneo AK release 3, miR-122 sensor 288*, PGC1a acetyl inh -37, INS-1E GSIS act -1 and FN deposition inh 3.
C=C[C@@](C)(O)CC[C@@H]1[C@@]2(C)CCCC(C)(C)[C@@H]2CC[C@@]1(C)O was read as PglD DTNB -1, Cneo AK release 13, Statin myotox sup 3, miR-122 sensor -9, PGC1a acetyl inh -16, CFTR F508del cor -0.5 and INS-1E GSIS act 6.
Screening CN1OC[C@@H]2CN(Cc3ccc(Cl)cc3)[C@H](c3ccc(-n4ccnc4)cc3)C[C@@H]21 returned PglD DTNB -3, Cneo AK release -3, Statin myotox sup 1, miR-122 sensor -4, PGC1a acetyl inh -8, CFTR F508del cor 1.9, INS-1E GSIS act -3 and FN deposition inh 5.
CCCc1nc2ccccc2c(C(=O)O)c1CC was read as PglD DTNB 0, Cneo AK release 0, miR-122 sensor 0, PGC1a acetyl inh 14 and INS-1E GSIS act -1.
Screening Cc1nnc(NC(=O)c2ccc(F)c(S(=O)(=O)N3CCOCC3)c2)s1 returned PglD DTNB -1, Cneo AK release -16, Statin myotox sup 0, PGC1a acetyl inh -7, CFTR F508del cor -4.4 and FN deposition inh 3.
Screening CNC[C@H]1Oc2ccc(NC(=O)CCC(F)(F)F)cc2C(=O)N([C@H](C)CO)C[C@H]1C returned PglD DTNB 2, Cneo AK release -5, Statin myotox sup 13, miR-122 sensor 1[16.7 µM], PGC1a acetyl inh 10, CFTR F508del cor -0.2, INS-1E GSIS act 7 and FN deposition inh 5.
Screening CC=Cc1ccc2n(c1=O)C[C@@H]1[C@@H](CO)[C@H](C(=O)N3CCOCC3)[C@H]2N1CC1CCCC1 (mixture of isomers) returned PglD DTNB 1, Cneo AK release 0, Statin myotox sup 19, INS-1E GSIS act 4 and FN deposition inh 0.
For COc1ccccc1C(=O)Nc1sc2c(c1C#N)CCC2 the results were PglD DTNB 1, Cneo AK release 0, Statin myotox sup 2, miR-122 sensor 1 and PGC1a acetyl inh 0.
`C[C@@H]1CCCCO[C@H](CN(C)S(=O)(=O)c2cn(C)cn2)[C@H](C)CN([C@@H](C)CO)C(=O)c2cc(N(C)C)ccc2O1` gave PglD DTNB 0, Cneo AK release -6, Statin myotox sup -9, miR-122 sensor 5[16.7 µM], PGC1a acetyl inh -1, CFTR F508del cor -4.2, INS-1E GSIS act -1 and FN deposition inh -2.
For CCc1nn(CC(=O)NCCCN(CC)Cc2ccccc2)c(=O)c2cc3sccc3n12 the results were PglD DTNB -1, Cneo AK release -1, Statin myotox sup -1, miR-122 sensor -3 and FN deposition inh -1.
CC1CCC(NC(=O)CN2CCCN(Cc3ccc(F)cc3Cl)C2=O)CC1 (stereo unspecified) was read as PglD DTNB 4, Cneo AK release 10, miR-122 sensor 1 and PGC1a acetyl inh 1.

No new results follow: an excerpt of the list.
For CCc1nn(CC(=O)NCCCN(CC)Cc2ccccc2)c(=O)c2cc3sccc3n12 the results were PglD DTNB -1, Cneo AK release -1, Statin myotox sup -1, miR-122 sensor -3 and FN deposition inh -1.
CC1CCC(NC(=O)CN2CCCN(Cc3ccc(F)cc3Cl)C2=O)CC1 (stereo unspecified) was read as PglD DTNB 4, Cneo AK release 10, miR-122 sensor 1 and PGC1a acetyl inh 1.

Carrying on.
`O=C1CC(c2cc(-c3ccccc3)no2)C1` gave PglD DTNB -1, Cneo AK release 0, Statin myotox sup -6, miR-122 sensor -4, PGC1a acetyl inh 7, CFTR F508del cor 1.4, INS-1E GSIS act -7 and FN deposition inh -8.
`CCN(CC(=O)Nc1ccc(NC(C)=O)cc1)CC(=O)Nc1cccc(Cl)c1` gave PglD DTNB 3, Cneo AK release 3, Statin myotox sup -2, PGC1a acetyl inh 15, CFTR F508del cor -3.3, INS-1E GSIS act -11 and FN deposition inh 4.
`C[C@@H]1CCCCO[C@@H](CN(C)C(=O)Nc2ccc(C(F)(F)F)cc2)[C@@H](C)CN([C@H](C)CO)C(=O)c2cc(NC(=O)c3ccncc3)ccc2O1` gave PGC1a acetyl inh 2, CFTR F508del cor 0.4, INS-1E GSIS act 2 and FN deposition inh -7.
Screening CC(=O)Nc1ccccc1C(=O)C(=O)Nc1cccc(C(=O)NC2CC2)c1 returned PglD DTNB 12, Cneo AK release 3, Statin myotox sup 5, miR-122 sensor 4, PGC1a acetyl inh -5, INS-1E GSIS act 3 and FN deposition inh 1.
Screening O=C(N[C@H]1CC[C@H](CCNS(=O)(=O)c2ccc(F)cc2)O[C@@H]1CO)C1CCC1 returned PglD DTNB 0, Cneo AK release -4, Statin myotox sup 1, PGC1a acetyl inh -8, CFTR F508del cor -1.3, INS-1E GSIS act 8 and FN deposition inh 5.
Screening NCCCC[C@@H](C(=O)N1CCNCC1)n1cc(CN)nn1 returned PglD DTNB 3, Cneo AK release 0, Statin myotox sup 6, CFTR F508del cor 0.4 and FN deposition inh 2.
CC(C)NC(=O)N1CCCCN2[C@H](CO)[C@H](c3ccc(C#C[C@H](C)O)cc3)[C@@H]2C1 was read as PglD DTNB 0, Cneo AK release 2, miR-122 sensor 13[16.7 µM], PGC1a acetyl inh 5, CFTR F508del cor 1.5 and INS-1E GSIS act 1.
For CN(C)S(=O)(=O)c1ccc(Cl)c(NC(=O)CSc2nc3ccccc3c(=O)n2CCCN2CCOCC2)c1 the results were PglD DTNB 1, Cneo AK release 1, miR-122 sensor 5, PGC1a acetyl inh -2 and INS-1E GSIS act -7.
CNC[C@@H]1Oc2ccc(NC(=O)Cc3ccccc3)cc2C(=O)N([C@@H](C)CO)C[C@@H]1C was read as PglD DTNB 1, Cneo AK release -19, Statin myotox sup 39, miR-122 sensor -4[16.7 µM], PGC1a acetyl inh -4, CFTR F508del cor -2.2, INS-1E GSIS act 19 and FN deposition inh 4.
O=C(Nc1ccc(Cl)cc1)c1ccc(S(=O)(=O)N2CCOCC2)cc1 was read as PglD DTNB -5, Cneo AK release 0, Statin myotox sup -2, miR-122 sensor 1, CFTR F508del cor 1.0, INS-1E GSIS act 3 and FN deposition inh 4.
Screening O=C(CN1c2cccc3cccc(c23)S1(=O)=O)Nc1ccccc1 returned PglD DTNB 3, Cneo AK release 0, CFTR F508del cor -0.4, INS-1E GSIS act 19 and FN deposition inh -3.
For c1ccc2c(N3CCOCC3)c3c(nc2c1)CCC3 the results were PglD DTNB 5, Cneo AK release 2, Statin myotox sup -18, miR-122 sensor -3, PGC1a acetyl inh 8, CFTR F508del cor -9.5, INS-1E GSIS act 14 and FN deposition inh 8.
Screening COc1cccc(OCc2cc(C(=O)N(C)C3CCOCC3)no2)c1 returned PglD DTNB 2, Cneo AK release 1, miR-122 sensor -9, PGC1a acetyl inh 1, CFTR F508del cor 5.3, INS-1E GSIS act 2 and FN deposition inh -5.
COc1ccc(-n2sc3c(c2=S)-c2cc(OC)ccc2NC3(C)C)cc1 was read as PglD DTNB 2, Cneo AK release -4, Statin myotox sup -18, miR-122 sensor 8 and PGC1a acetyl inh -1.
Screening OC1CCC(Nc2ccn3nc(-c4cccc(Cl)c4)cc3n2)CC1 (stereo unspecified) returned PglD DTNB -1, Cneo AK release -3, Statin myotox sup 1, miR-122 sensor -2, CFTR F508del cor 0.0, INS-1E GSIS act -14 and FN deposition inh 3.
COc1ccc(S(=O)(=O)NNC(=O)c2cccs2)cc1 was read as PglD DTNB -2, Cneo AK release -2, Statin myotox sup -5, PGC1a acetyl inh -8, CFTR F508del cor 0.4, INS-1E GSIS act -11 and FN deposition inh -2.
Cc1c(OCC(=O)N2CCC(C(=O)O)CC2)ccc2c3c(c(=O)oc12)CCC3 was read as PglD DTNB 0, Cneo AK release -3, Statin myotox sup 8, miR-122 sensor -25, PGC1a acetyl inh 3, CFTR F508del cor -4.3 and INS-1E GSIS act 4.
